G9a inh – G9a (human) methyltransferase inhibition | G9a H3K9 monomethylation, AlphaScreen, 2 h | Potency, µM (top dose mostly 102 µM), for inactives: at the top dose activity, negative = inhibition, actives largely listed as inhibitors | Q96KQ7 | AID 504332 | 8.8% of 350,000 active; active means well fitted inhibition curve with a large enough effect; inconclusive means small, poorly fitted or top-dose-only effect; inactive means no such curve, though single readings can be large or run the other way; further: nearly all actives have a fitted effect of over 75% in size
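Using a bead-based AlphaScreen, monomethylated H3K9 product from 2 h room-temperature reactions (G9a 20 nM, peptide 500 nM, SAM 20 uM) was detected with 0.5 ug/mL rabbit anti-H3K9me1 antibody.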
Calls only; ? = inconclusive. On the % scale 0 is the no-effect control and ±100 the full control effect; potency means the concentration at half of the fitted maximal effect. This is a subset; the hit share may differ from the screen's.

SMILES | G9a inh
C[C@]12CC[C@@H]3C(=CCc4cc(O)ccc43)[C@@H]1CCC2=O | ?

Screens as filed in PubChem BioAssay.
